DRD3 antagonist: D3 dopamine receptor (human) antagonism. P35462. max response, negative = inhibition, %. 360,000 tested, 2.5% active. AID 652054. D3R cells, DiscoveRx beta-arrestin luminescence, antagonist mode; stronger effect = lower value; in the data active means max response below about -50%; inconclusive means no clear call, values can overlap the other calls; further: on the % scale 0 is the no-effect control and ±100 the full control effect; mostly tested at two doses, the higher about 12 µM
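Cells plated overnight at 1500 cells/well, then exposed to library compounds with dopamine controls for 90 minutes at 37 degrees C. DiscoveRx reagent added for 30–60 minutes at room temperature; luminescence read, quantitative HTS format.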
PI5P4K alpha inh: blocks human PI5P4K alpha kinase activity; P48426; PI5P4Kalpha enzyme, ADP-Glo luminescence, 60 min; stronger effect = lower value; max response, %; 330,000 tested, 1.2% active; AID 652105; active means max response of -50% or lower; inconclusive means between -30% and -50%; inactive means -30% or higher; further: value at the top dose of about 77 µM; on the % scale 0 is the no-effect control and ±100 the full control effect
Target sequence (P48426 whole entry, looked up): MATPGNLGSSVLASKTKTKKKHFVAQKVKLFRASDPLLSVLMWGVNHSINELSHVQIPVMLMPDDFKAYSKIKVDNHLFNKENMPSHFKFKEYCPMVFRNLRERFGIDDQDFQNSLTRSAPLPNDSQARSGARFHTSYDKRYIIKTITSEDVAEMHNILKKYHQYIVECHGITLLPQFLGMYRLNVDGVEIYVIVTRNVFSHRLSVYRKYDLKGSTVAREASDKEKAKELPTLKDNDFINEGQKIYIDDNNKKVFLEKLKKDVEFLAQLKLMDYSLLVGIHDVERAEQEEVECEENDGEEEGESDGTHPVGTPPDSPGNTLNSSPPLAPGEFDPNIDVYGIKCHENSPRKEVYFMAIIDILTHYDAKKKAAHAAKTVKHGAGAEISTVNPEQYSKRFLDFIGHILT
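Luminescence from ADP-Glo served as readout of PI5P4Kalpha activity in a qHTS format. Reaction: enzyme, substrate, compound, ATP at 5 microM final, 60 min at RT.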
WRN inhibitor: WRN helicase (human) inhibition | Q14191 | WRN helicase unwinding, fluorescent forked duplex, kinetic | Potency, µM (titrated, usually from 114 µM), for the others: at the highest dose activity change, negative = inhibition, most hits filed as inhibitors | 360,000 tested, 0.46% active | AID 651768; further: potency means the concentration at half of the fitted maximal effect; on the % scale 0 is the no-effect control and ±100 the full control effect; nearly all actives have a fitted effect of over 55% in size
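Kinetic red-fluorescence monitoring (525/598 nm) tracks WRN helicase activity after 100 nM fluorophore-quencher forked duplex and 2 mM ATP are added to 20 nM enzyme pretreated 15 min at room temperature with compound.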
GLP-1R agonist: activates the human GLP-1 receptor. 380,000 tested, 0.007% active. HEK293 GLP-1R CRE-luciferase, luminescence, 4-6 h; cells express a hypersensitive GLP-1R form. P43220. Potency, µM (top dose mostly 45.6 µM), for the others: at the highest dose activation, most hits filed as activators; further: potency means the concentration at half of the fitted maximal effect; % of control where 0% means no effect
IL2 activator: activates IL-2 in a cell-based reporter assay; IL-2 activation reporter assay, cell-based qHTS; stimulated with anti-CD3/CD4/CD28 beads; in transgenic mouse T cells; activation, % (series mostly up to about 46 µM); 360,000 tested, 0.065% active; in the data active means activation above about 50%; inconclusive means mostly about 30% to 49%; further: 0% is about no effect
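EGFP and DsRed fluorescence is measured by plate cytometry in unstimulated transgenic mouse T cells exposed to compound for 60 minutes, then stimulated 18 hours at 37 degrees C with anti-CD3/anti-CD4 beads plus anti-CD28.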
GLP1R cytotox: cytotoxicity in counter-screen for GLP-1R inverse agonists. HEK293 cAMP-luciferase reporter cells, luminescence, 24 h. Potency, µM (doses to about 38.3 µM), without a hit: at the top dose activity change, negative = inhibition, hits mostly inhibitors. 410,000 tested, 0.13% active;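 further: loss of luciferase light is scored as toxicity; potency means the concentration at half of the fitted maximal effect; on the % scale 0 is the no-effect control and ±100 the full control effect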
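Step one: seed cells (200 cells/uL, DMEM with 10% Nu serum, 1% pen-strep). Step two: 12-hour incubation at 37 deg C. Step three: pin 23 nL compound, incubate 24 hr. Step four: add luciferase reagent, read luminescence 12 min later.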
PLK1 PBD block: inhibitors of human PLK1 polo-box domain binding | P53350 | Plk1 PBD binding of FITC phosphopeptide, fluorescence polarization | Potency, µM, without a hit: max response, negative = inhibition, hits mostly inhibitors | 360,000 tested, 2.8% active; further: potency means the concentration at half of the fitted maximal effect; series mostly up to about 57 µM; on the % scale 0 is the no-effect control and ±100 the full control effect; nearly all actives have a fitted effect of over 65% in size
Target sequence (P53350 whole entry, looked up, the tested form may be a part): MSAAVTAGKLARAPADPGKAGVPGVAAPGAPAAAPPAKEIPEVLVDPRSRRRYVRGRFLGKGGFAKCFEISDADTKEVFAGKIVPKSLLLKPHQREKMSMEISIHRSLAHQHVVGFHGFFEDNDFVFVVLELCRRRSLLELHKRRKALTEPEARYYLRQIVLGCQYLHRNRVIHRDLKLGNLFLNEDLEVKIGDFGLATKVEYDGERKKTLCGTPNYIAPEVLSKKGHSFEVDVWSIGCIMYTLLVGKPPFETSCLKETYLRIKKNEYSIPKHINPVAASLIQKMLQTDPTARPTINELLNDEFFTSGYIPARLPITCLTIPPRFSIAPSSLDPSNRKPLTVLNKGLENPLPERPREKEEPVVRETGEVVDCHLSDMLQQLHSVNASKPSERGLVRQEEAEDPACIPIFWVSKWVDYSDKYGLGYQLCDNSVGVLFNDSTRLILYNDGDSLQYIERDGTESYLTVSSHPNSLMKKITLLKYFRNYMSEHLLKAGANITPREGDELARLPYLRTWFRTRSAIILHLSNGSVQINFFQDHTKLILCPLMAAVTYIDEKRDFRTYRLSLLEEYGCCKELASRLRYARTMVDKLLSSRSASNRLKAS
GLP1R inv ag: acts as inverse agonist at human GLP-1 receptor | HEK293 GLP-1R CRE-luciferase, luminescence, 24 h; GLP-1R form is constitutively active | Potency, µM (highest dose often 38.3 µM), for the others: at the highest dose activity change, negative = inhibition, most hits filed as inhibitors | 410,000 tested, 1.6% active | AID 624417; further: potency means the concentration at half of the fitted maximal effect; on the % scale 0 is the no-effect control and ±100 the full control effect; nearly all actives have a fitted effect of over 55% in size
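Inverse agonism was detected as reduced cAMP-driven luciferase luminescence after 24 h compound treatment. The cells were HEK293 clones expressing constitutively active human GLP-1R with the reporter. Reporter-only and GPR119 cell lines served as counterscreen controls.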
D3 ag: D3 dopamine receptor (human) agonism; D3R DiscoveRx beta-arrestin cells, luminescence, 90 min; P35462; 410,000 tested, 0.58% active; max activation, %; AID 652048; in the data active means max activation above about 30%; further: 0% is about no effect; mostly tested at two doses, the higher about 12 µM
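Cells at 1500/well, incubated overnight, then treated with pinned compounds (dopamine as control) for 90 min at 37 degrees C. DiscoveRx reagent added for 30 - 60 minutes at room temperature; luminescence read.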
* = called active by the depositor; [ ] = dose if it differs, or a comment. Unless noted, the call rests on the fitted dose curve; in most records, active means well fitted curve in the direction sought with a large enough effect; inconclusive means small, poorly fitted or top-dose-only effect, or another doubt; inactive means no such curve, though single readings can be large; an effect the other way counts as inactive or inconclusive.

`CC(=O)N1c2ccc(S(=O)(=O)NCCC(=O)NC3CCCCCC3)cc2CC1C` (centres undefined) gave DRD3 antagonist 4, PI5P4K alpha inh -6, WRN inhibitor -1%, GLP-1R agonist -3%, IL2 activator -1.2, GLP1R cytotox -4%, PLK1 PBD block -18%, GLP1R inv ag 8% and D3 ag 5.
`COc1ccc(CCNC(=O)CN2c3cccc4cccc(c34)S2(=O)=O)cc1` gave DRD3 antagonist 10, PI5P4K alpha inh 0, WRN inhibitor -4%, GLP-1R agonist 2%, IL2 activator 2.0, GLP1R cytotox -5%, PLK1 PBD block -3%, GLP1R inv ag 12% and D3 ag 4.
For COCC(C)n1c(SC(C)C(=O)NC2CCCCC2C)nc2ccccc2c1=O (centres undefined) the results were DRD3 antagonist 15, PI5P4K alpha inh 3, WRN inhibitor -16%, GLP-1R agonist -2%, IL2 activator -0.4, GLP1R cytotox 12%, PLK1 PBD block -7%, GLP1R inv ag 30% and D3 ag 2.
For CCOCc1c(C(=O)Nc2ccccc2N2CCN(C)CC2)oc2ccccc12 the results were DRD3 antagonist 4, PI5P4K alpha inh 1, WRN inhibitor -7%, GLP-1R agonist 4%, IL2 activator -1.5, GLP1R cytotox -18%, PLK1 PBD block -3%, GLP1R inv ag inconclusive and D3 ag 0.
COc1ccc(NC2CCCN(C(=O)C3=NN(C)C(=O)CC3)C2)cc1OC (centres undefined) was read as DRD3 antagonist 15, PI5P4K alpha inh 1, WRN inhibitor -2%, GLP-1R agonist -6%, IL2 activator -2.4, GLP1R cytotox 1%, PLK1 PBD block -4%, GLP1R inv ag 14% and D3 ag 6.
Cc1ccccc1N(Cc1ccccc1F)S(C)(=O)=O was read as DRD3 antagonist 18, WRN inhibitor -7%, GLP-1R agonist -8%, IL2 activator -1.3, GLP1R cytotox 5%, PLK1 PBD block -8%, GLP1R inv ag -5% and D3 ag -4.
For CN(C)c1ccc(/C=[N+](\[O-])C(C)(C)/C=N/O)cc1 the results were DRD3 antagonist 10, WRN inhibitor -6%, GLP-1R agonist 7%, IL2 activator -3.4, GLP1R cytotox -3%, PLK1 PBD block -10%, GLP1R inv ag 9% and D3 ag -3.
O=C(CNC(=O)c1ccccc1)N/N=C/c1cn[nH]c1-c1ccccc1 was read as DRD3 antagonist 10, PI5P4K alpha inh 7, WRN inhibitor -12%, GLP-1R agonist -2%, IL2 activator -0.3, GLP1R cytotox -16%, PLK1 PBD block 1%, GLP1R inv ag 0% and D3 ag 2.
For O=C(CCNS(=O)(=O)c1ccc(OC(F)(F)F)cc1)NCCc1c[nH]c2ccccc12 the results were DRD3 antagonist -1, PI5P4K alpha inh -1, WRN inhibitor -24%, GLP-1R agonist -25%, IL2 activator -4.9, GLP1R cytotox 6%, PLK1 PBD block -6%, GLP1R inv ag inconclusive and D3 ag -20.
For COc1cc(C(F)(F)F)nc(-c2ccccn2)n1 the results were DRD3 antagonist -14, PI5P4K alpha inh -6, WRN inhibitor 13%, GLP-1R agonist -4%, IL2 activator -1.1, GLP1R cytotox 2%, PLK1 PBD block -8%, GLP1R inv ag 3% and D3 ag 4.
`O=C1c2ccccc2C(=O)N1OCCCN1C(=O)c2ccccc2S1(=O)=O` gave DRD3 antagonist -7, PI5P4K alpha inh 10, WRN inhibitor 1%, GLP-1R agonist 0%, IL2 activator -5.2, GLP1R cytotox 4%, PLK1 PBD block -3%, GLP1R inv ag 9% and D3 ag 2.
For OCCN(Cc1ccccc1)Cc1ccccc1O the results were DRD3 antagonist -2, PI5P4K alpha inh 0, WRN inhibitor 1%, GLP-1R agonist 3%, IL2 activator -0.2, GLP1R cytotox 0%, PLK1 PBD block -16%, GLP1R inv ag -18% and D3 ag -3.
Screening CN1CCN(NC(=S)NC2CCCCC2)CC1 returned DRD3 antagonist -25, PI5P4K alpha inh -5, WRN inhibitor 0%, GLP-1R agonist -1%, IL2 activator -0.8, GLP1R cytotox 4%, PLK1 PBD block -3%, GLP1R inv ag 5% and D3 ag 3.
`COc1cc(C(=O)O)c2ccccc2n1` gave DRD3 antagonist 5, PI5P4K alpha inh -2, WRN inhibitor 6%, GLP-1R agonist 11%, IL2 activator 0.1, GLP1R cytotox 4%, PLK1 PBD block 2%, GLP1R inv ag -5% and D3 ag -7.
For COc1ccc(N(CC(=O)N/N=C/c2cccc3c2OCCO3)S(=O)(=O)c2ccc(NC(C)=O)cc2)cc1 the results were DRD3 antagonist -2, PI5P4K alpha inh 2, WRN inhibitor -28%, GLP-1R agonist -3%, IL2 activator -4.1, GLP1R cytotox -8%, PLK1 PBD block -3%, GLP1R inv ag 4% and D3 ag -19.
Screening O=C(CCCCCN1C(=O)c2cccc3cccc(c23)C1=O)N1CCOCC1 returned DRD3 antagonist -9, PI5P4K alpha inh -1, WRN inhibitor 1%, GLP-1R agonist 11%, IL2 activator 28, GLP1R cytotox 2%, PLK1 PBD block -8%, GLP1R inv ag 50%[activator] and D3 ag 20.
Screening OCC[C@@H]1C[C@@H](O)[C@H](O)[C@@]2(CCCc3ccccc3O2)O1 returned DRD3 antagonist 18, PI5P4K alpha inh 0, WRN inhibitor 0%, GLP-1R agonist 6%, IL2 activator 0.3, GLP1R cytotox 9%, PLK1 PBD block -4%, GLP1R inv ag 26% and D3 ag 12.
For COc1cccc(-c2nnc(SCC(N)=O)n2-c2ccc(Cl)cc2)c1 the results were DRD3 antagonist -5, WRN inhibitor 1%, GLP-1R agonist -2%, IL2 activator 0.6, GLP1R cytotox -20%, PLK1 PBD block -4%, GLP1R inv ag 0% and D3 ag 4.
`Cc1nc(CSc2nnc3scc(-c4ccc(Cl)cc4)n23)cs1` gave DRD3 antagonist 8, WRN inhibitor -6%, GLP-1R agonist 4%, IL2 activator 0.2, GLP1R cytotox 5%, PLK1 PBD block -2%, GLP1R inv ag 0% and D3 ag 1.
Screening COc1ccccc1/C=C/C(C)=O returned DRD3 antagonist -4, PI5P4K alpha inh 0, WRN inhibitor -2%, GLP-1R agonist 0%, IL2 activator -3.6, GLP1R cytotox 0%, PLK1 PBD block 0%, GLP1R inv ag 25% and D3 ag 12.
Screening CCOc1ccccc1NC(=O)c1cccc2ccccc12 returned DRD3 antagonist -12, PI5P4K alpha inh -3, WRN inhibitor -11%, GLP-1R agonist 3%, IL2 activator 0.5, GLP1R cytotox -1%, PLK1 PBD block -4%, GLP1R inv ag inconclusive and D3 ag 2.
For CCOC(=O)C1(CCCc2ccccc2)CCN(C(=O)CCn2cncn2)CC1 the results were DRD3 antagonist 13, PI5P4K alpha inh 14, WRN inhibitor 0%, GLP-1R agonist 7%, IL2 activator -0.7, GLP1R cytotox -5%, PLK1 PBD block 6%, GLP1R inv ag -13% and D3 ag 2.
COc1ccc(C2CC2/C(=N/OC(=O)c2cccs2)c2ccccc2)cc1 (centres undefined) was read as DRD3 antagonist 7, PI5P4K alpha inh 2, WRN inhibitor -5%, GLP-1R agonist 9%, IL2 activator -0.8, GLP1R cytotox -28%, PLK1 PBD block -2%, GLP1R inv ag inconclusive and D3 ag 1.
`Cc1ccc(C(=O)CNc2nc3c(c(=O)[nH]c(=O)n3C)n2Cc2ccccc2)cc1` gave DRD3 antagonist 0, PI5P4K alpha inh -4, WRN inhibitor 1%, GLP-1R agonist -1%, IL2 activator 1.1, GLP1R cytotox -7%, PLK1 PBD block 0%, GLP1R inv ag 0% and D3 ag -1.
Screening C=C(C)COc1ccc(-c2[nH]ncc2Oc2cccc(OC)c2)c(O)c1 returned DRD3 antagonist -56*, PI5P4K alpha inh 5, WRN inhibitor -17%, GLP-1R agonist -11%, IL2 activator 0.1, GLP1R cytotox inconclusive, PLK1 PBD block 4%, GLP1R inv ag 10µM* and D3 ag 1.
`CCOC(=O)C1C(=O)NC(SCC(=O)Nc2nccs2)=C(C#N)C1c1ccccc1OCC` (centres undefined) gave DRD3 antagonist -9, WRN inhibitor -31%, GLP-1R agonist -7%, IL2 activator -0.2, GLP1R cytotox -1%, PLK1 PBD block 2.7µM*, GLP1R inv ag -18% and D3 ag -9.
Cc1cc(C)c2cc(C#N)c(NCCNC(=O)c3ccncc3)nc2c1 was read as DRD3 antagonist 21, PI5P4K alpha inh 0, WRN inhibitor 0%, IL2 activator -0.2, GLP1R cytotox 1%, PLK1 PBD block -4%, GLP1R inv ag 8% and D3 ag 4.
`CCOC(=O)C1CCN(CCC(=O)Nc2ccc(Cl)cc2)CC1` gave DRD3 antagonist -19, PI5P4K alpha inh 13, WRN inhibitor -3%, GLP-1R agonist 0%, IL2 activator 0.6, GLP1R cytotox 5%, PLK1 PBD block 2%, GLP1R inv ag inconclusive and D3 ag -15.
`CC1CCCN(c2cc(N(C)CCO)c([N+](=O)[O-])c3nonc23)C1` (centres undefined) gave DRD3 antagonist -9, PI5P4K alpha inh 6, WRN inhibitor -1%, GLP-1R agonist 10%, IL2 activator -2.7, GLP1R cytotox inconclusive, PLK1 PBD block -3%, GLP1R inv ag 14% and D3 ag 2.
Cc1ccc(C2=NOC(C)(c3nnc(-c4ccncc4)o3)C2)cc1 (centres undefined) was read as DRD3 antagonist 27, PI5P4K alpha inh -3, WRN inhibitor -11%, GLP-1R agonist 4%, IL2 activator -0.6, GLP1R cytotox -10%, PLK1 PBD block -4%, GLP1R inv ag 10% and D3 ag 5.
For CO/N=C/C(NC(=O)c1ccc(C(F)(F)F)cc1)C(=O)OC (centres undefined) the results were DRD3 antagonist -6, PI5P4K alpha inh -5, WRN inhibitor -4%, GLP-1R agonist -11%, IL2 activator -0.3, GLP1R cytotox 0%, PLK1 PBD block 0%, GLP1R inv ag 12% and D3 ag 5.

Quoted at random: 2 entries already listed
Screening CCOc1ccccc1NC(=O)c1cccc2ccccc12 returned DRD3 antagonist -12, PI5P4K alpha inh -3, WRN inhibitor -11%, GLP-1R agonist 3%, IL2 activator 0.5, GLP1R cytotox -1%, PLK1 PBD block -4%, GLP1R inv ag inconclusive and D3 ag 2.
Screening C=C(C)COc1ccc(-c2[nH]ncc2Oc2cccc(OC)c2)c(O)c1 returned DRD3 antagonist -56*, PI5P4K alpha inh 5, WRN inhibitor -17%, GLP-1R agonist -11%, IL2 activator 0.1, GLP1R cytotox inconclusive, PLK1 PBD block 4%, GLP1R inv ag 10µM* and D3 ag 1.
